D1 ag: agonists of human D1 dopamine receptor. P21728. activation, % at 2 µM. AID 504660. actives 1% (n = 360,000). HEK293 T-REx D1 cells, calcium flux, agonist mode; in the data active means activation above about 30%; further: 0% is about no effect
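Inducible HEK293 T-REx D1 cells, force-coupled to calcium signalling, were plated at 4000 cells/well with tetracycline and held overnight at 30 C. After no-wash calcium dye loading, compound-evoked calcium rise over 180 s flagged agonists.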
D2 PAM: positive allosteric modulators of human D2 dopamine receptor | P14416 | HEK293 T-REx D2, calcium flux, EC20 dopamine potentiation | potentiation, % at 10 µM | actives 0.34% (n = 340,000) | AID 485347;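 active means potentiation over 3 SD above the plate norm, cut at about 30% in these data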; further: 0% is about no effect
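Tetracycline-induced Hek293 Trex D2 cells, force-coupled to calcium, loaded with no-wash calcium dye. Compound added with 180 s kinetic read for agonism, then EC20 dopamine and a further 180 s read for potentiation.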
Anesthetic bind: candidate novel general anesthetic via apoferritin binding. P02791. apoferritin/1-aminoanthracene competitive binding, fluorescence. Potency, µM (doses to about 77.5 µM), for inactives: at the top dose activity change, negative = displacement, hits mostly inhibitors. actives 0.074% (n = 350,000); further: potency means the concentration at half of the fitted maximal effect; on the % scale 0 is the no-effect control and ±100 the full control effect; nearly all actives have a fitted effect of over 20% in size
Target sequence (P02791 2-175 limits assumed): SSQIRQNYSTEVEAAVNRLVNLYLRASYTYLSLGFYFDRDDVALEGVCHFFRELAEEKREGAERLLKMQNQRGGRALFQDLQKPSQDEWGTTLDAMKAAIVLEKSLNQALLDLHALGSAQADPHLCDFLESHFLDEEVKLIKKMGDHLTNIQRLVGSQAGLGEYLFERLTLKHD
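Steps: apoferritin (10 uM) was premixed with half-saturated 1-AMA in PBS, compounds were pin-transferred, plates stood 10 min at room temperature, fluorescence was read at 380/535 nm, and curves were fitted with a Hill equation.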
RXFP1 antag: antagonists of human relaxin receptor RXFP1; Q9HBX9; actives 0.59% (n = 350,000); activity change, negative = inhibition, % at 57.5 µM; AID 1259400; HEK293-RXFP1, relaxin-stimulated cAMP HTRF, 30 min; active compounds read low;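 active means activity change of -60% or lower, but not beyond a set lower limit; inconclusive means change between -60% and -40%, or beyond the set limit; inactive means change above -40%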; further: on the % scale 0 is the no-effect control and ±100 the full control effect
Target sequence (Q9HBX9 whole entry, looked up): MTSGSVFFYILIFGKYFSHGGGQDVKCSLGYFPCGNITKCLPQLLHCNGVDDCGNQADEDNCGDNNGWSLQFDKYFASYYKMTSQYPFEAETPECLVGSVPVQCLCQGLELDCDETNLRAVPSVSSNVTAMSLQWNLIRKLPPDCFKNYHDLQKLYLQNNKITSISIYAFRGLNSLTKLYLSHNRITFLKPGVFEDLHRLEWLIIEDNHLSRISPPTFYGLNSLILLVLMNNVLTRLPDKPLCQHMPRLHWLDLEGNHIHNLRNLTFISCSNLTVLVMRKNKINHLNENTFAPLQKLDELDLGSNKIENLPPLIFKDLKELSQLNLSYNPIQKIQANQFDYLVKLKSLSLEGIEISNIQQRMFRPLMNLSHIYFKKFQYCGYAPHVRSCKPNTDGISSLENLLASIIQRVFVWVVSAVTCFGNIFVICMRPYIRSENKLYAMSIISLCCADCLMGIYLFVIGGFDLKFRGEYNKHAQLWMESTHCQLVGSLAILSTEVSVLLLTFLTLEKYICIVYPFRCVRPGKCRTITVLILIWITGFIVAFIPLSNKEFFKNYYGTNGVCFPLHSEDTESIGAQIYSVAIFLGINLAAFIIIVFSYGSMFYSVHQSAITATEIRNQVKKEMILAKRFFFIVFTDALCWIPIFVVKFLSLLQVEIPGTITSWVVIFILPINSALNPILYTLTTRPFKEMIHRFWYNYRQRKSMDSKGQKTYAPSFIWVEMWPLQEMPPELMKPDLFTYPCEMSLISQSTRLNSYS
TRHR ag: TRH receptor (human) agonism; P34981; TRHR cells, calcium flux fluo-8, FDSS agonist mode; activation, % at 2 µM; actives 0.18% (n = 360,000); AID 493084; in the data active means activation above about 30%; further: 0% is about no effect
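Steps: seed TRHR cells overnight; add fluo-8 no-wash Ca dye, RT 30 min–1.5 h; record 10 s baseline; pin-transfer compounds; monitor fluorescence 1 cycle/s for the agonist window. Calcium increases flag candidate agonists.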
RXFP1 agonist: agonists of human relaxin receptor RXFP1. Potency, µM (series often up to 57.5 µM), for inactives: at the top dose activation, usual class: activators. Q9HBX9. HEK293T-RXFP1 cAMP TR-FRET, 30 min; response scale: percent of porcine relaxin response, buffer zero. AID 2676. actives 0.3% (n = 370,000); further: potency means the concentration at half of the fitted maximal effect; on the % scale 0 is the no-effect control and ±100 the full control effect; nearly all actives have a fitted effect of over 60% in size; many of its hits are not listed in these tables
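cAMP rise read by TR-FRET after 30 min, 37C compound exposure (up to 58 uM) in RXFP1-transfected HEK293 cells with Ro 20174 present. EC50 from Hill-equation fits, with 29 nM porcine relaxin as 100% and buffer as basal.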
D1 antagonist: human D1 dopamine receptor antagonism; P21728; HEK293 TREx D1 cells, calcium flux, dopamine EC80; active compounds read low; activity change, negative = inhibition, % at 10 µM; actives 3.2% (n = 360,000); AID 504652; in the data active means activity change below about -30%; further: on the % scale 0 is the no-effect control and ±100 the full control effect
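Kinetic fluorescence of a calcium dye serves as the read-out. D1-expressing Hek293 Trex cells, induced overnight at 30 C, are exposed to compound for 180 s before an EC80 dopamine addition, then read 180 s further.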
D1 PAM: enhances dopamine response at the human D1 receptor | P21728 | HEK293 TREx D1 cells, calcium flux, dopamine EC20 potentiation | potentiation, % at 10 µM | actives 0.036% (n = 360,000); in the data active means potentiation above about 30%; further: 0% is about no effect
TRHR PAM: allosterically enhances the human TRH receptor. TRHR cells, fluo-8 calcium fluorescence, EC20 TRH enhancement. enhancement, % at 2 µM. actives 0.66% (n = 360,000). AID 493056; in the data active means enhancement above about 30%; further: 0% is about no effect
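TRHR-expressing cells loaded with fluo-8 calcium dye were read kinetically (ex 480/em 530) during compound addition, then stimulated with an EC20 of TRH (10 nM final). Enhancement of the Gq-mediated intracellular calcium response was scored.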
Numbers without * were called inactive; ? = inconclusive; . = no result given; & = joins results of further samples; [ ] = another dose, or the depositor's remark. Unless noted, the call rests on the fitted dose curve; in most records, active means well fitted curve in the direction sought with a large enough effect; inconclusive means small, poorly fitted or top-dose-only effect, or another doubt; inactive means no such curve, though single readings can be large; an effect the other way counts as inactive or inconclusive. Only part of the results is shown, so the mix of outcomes need not match the whole.

SMILES	D1 ag	D2 PAM	Anesthetic bind	RXFP1 antag	TRHR ag	RXFP1 agonist	D1 antagonist	D1 PAM	TRHR PAM
Cc1[nH]n2c(=O)c(C#N)c(-c3ccccc3)nc2c1-c1ccccc1	2	8	-4%	21	-0.3	0.6%	-10	2	-3
CC(=O)c1cccc(NC(=O)CN2CCN(S(=O)(=O)/C=C/c3ccccc3)CC2)c1	-1	-11	.	7	1.1	0.0%	-8	-4	-6
COc1ccc(Br)cc1C(=O)Nc1cccc(C)c1	6	-1	-7%	2	0.2	3.4%	3	3	-9
O=C(NCC1CCCO1)c1ccc(COc2ccc(F)cc2)o1 (centres undefined)	3	4	-5%	10	-1.2	1.3%	-17	-16	1
COc1ccccc1C(C#N)N1N=C(C)CC1c1ccccc1 (centres undefined)	2	6	0%	7	0.2	1.4%	16	1	-2
O=C(CSc1nnc(-c2ccc3c(c2)OCO3)n1-c1ccccc1)c1ccccc1	0	-4	-5%	.	0.1	-1.0%	2	8	1
COc1ccc(OC)c(CCNC(=O)CC2(CC3=NS(=O)(=O)c4ccccc4N3)CCCC2)c1	-1	8	40%[activator]	.	-2.2	-0.2%	-20	-3	-7
CCOC(=O)c1cnc2c(Cl)cc(Cl)cc2c1NCCOCCO	3	-7	-6%	7	0.3	-2.9%	-5	-1	1
COc1cccc(CNC(=O)COC(=O)c2cc(Br)c(Br)s2)c1	9	-2	.	-24	1.2	-2.2%	-3	1	7
Fc1cccc(/C=N/n2c(C3CCCCC3)n[nH]c2=S)c1	3	-8	-16%	1	-0.2	6.3%	1	0	18
Cc1ccc(S(=O)(=O)NC(CC(=O)NCC2CCCO2)c2ccco2)cc1 (centres undefined)	0	.	0%	4	-0.1	0.1%	1	-4	-2
O=C(Nc1nc(-c2ccncc2)cs1)c1ccc(F)cc1	2	-2	-5%	6	-0.1	4.1%	4	3	-2
Cc1cc(NC(=O)CSCC(=O)N2CCN(c3cccc(C)c3C)CC2)no1	0	-9	.	-3	-1.0	-0.7%	3	-4	-2
Cc1cc(N(C)/N=C/c2ccccc2)nc(-c2ccccc2O)n1	2	-8	-6%	2	1.4	0.3%	4	0	-3
O=C(O)c1ccc(NC(=O)c2cc3ccccc3o2)cc1	6&-1	-5	-2%&-2%	1	-0.1&0.0	-0.1%&2.3%	0&-17	1&5	-8&6
N#CCSc1ncnc2ccccc12	3	1	-4%	3	0.4	25%	-7	2	-2
O=C(c1cccc(F)c1)N1CCN(Cc2ccc3c(c2)OCO3)CC1	2	-7	-7%	7	-0.3	0.5%	0	1	-2
Clc1ccccc1N/N=C/c1ccc2c(c1)OCO2	1	-15	7%	-3	0.6	0.2%	11	1	-2
Nc1ncnc2c1ncn2[C@@H]1O[C@H](COP(=O)(O)O)[C@@H](O)[C@H]1O	4	-1	-1%&-7%	16	-0.8	?	-2	0	9
Cc1cc(NC(=O)CSCC(=O)OC(C)C(=O)c2cc(C)c(C)cc2C)no1 (centres undefined)	3	-2	.	-3	-0.5	1.0%	-13	-3	-3
COc1ccc(C(=O)COc2ccccc2C(N)=O)cc1	0	10	-9%	-12	0.4	0.0%	.	-1	6
C/C(=N\Nc1ccc(Cl)c(C(=O)O)c1)c1ccc(Br)s1	5	1	-2%	-6	0.9	7.6%	-3	5	5
Cc1cc(SCC(=O)NCCC2=CCCCC2)nc2ccccc12	7	-15	-17%	.	0.0	-5.6%	9	2	4
CN(Cc1ccccc1)C(=O)c1cccc(N2C(=O)NC3CC2(C)Oc2ccccc23)c1 (centres undefined)	3	1	-20%	10	-0.1	1.2%	-6	-1	-1
O=C(CCCC(=O)Nc1ccccc1Br)N/N=C/c1c(F)cccc1Cl	0	-1	-4%	-8	-0.8	4.7%	-1	-2	1

Of the compounds above, these contain an aryl thioether with sulfur outside any ring.
SMILES	D1 ag	D2 PAM	Anesthetic bind	RXFP1 antag	TRHR ag	RXFP1 agonist	D1 antagonist	D1 PAM	TRHR PAM
O=C(CSc1nnc(-c2ccc3c(c2)OCO3)n1-c1ccccc1)c1ccccc1	0	-4	-5%	.	0.1	-1.0%	2	8	1
N#CCSc1ncnc2ccccc12	3	1	-4%	3	0.4	25%	-7	2	-2
Cc1cc(SCC(=O)NCCC2=CCCCC2)nc2ccccc12	7	-15	-17%	.	0.0	-5.6%	9	2	4

Next section.
SMILES	D1 ag	D2 PAM	Anesthetic bind	RXFP1 antag	TRHR ag	RXFP1 agonist	D1 antagonist	D1 PAM	TRHR PAM
Cc1ccc(CN(C)Cc2cc(=O)oc3cc(C)c(Cl)cc23)cc1	3	-1	-6%	-23	0.5	5.7%	11	1	5
O=S(=O)(Nc1ccc2c(c1)OCCO2)c1cccc2cccnc12	5	-5	-18%	0	-0.1	-0.6%	-10	-6	6
O=C(NCC(=O)N1CCN(c2ncccn2)CC1)c1ccc(F)cc1	4	2	.	-14	0.1	1.6%	-10	.	1
CCOc1cc(/C=C(\C#N)C(=O)Nc2cccc(C(=O)O)c2)ccc1OCc1ccc(Br)cc1	4	7	-6%	-13	-1.2	0.3%	3	2	0
CC(C)=CCN1CCN(Cc2cnc(N3CCCC3)s2)CC1CCO (centres undefined)	0	-6	-4%	-9	0.2	0.9%	6	0	-5
O=C(Nc1cccnc1)c1sc(Nc2ccccc2)nc1-c1ccccc1	2	6	0%	-39	0.8	5.6%	-23	-7	2
CCc1cccc(NC(=O)CCc2nc3cccnc3n2-c2ccccc2)c1	0	7	-4%	-8	-1.0	2.7%	5	0	-3
CCOc1ccccc1NC(=O)c1cccc(NC(=O)C2CCCC2)c1	4	6	-11%	12	-0.6	-1.0%	3	0	3
O=C(Nc1ccc2ccccc2c1)c1cnccn1	-2	-1	-12%	-2	0.5	-1.8%	-11	-2	-5
CN(CCc1ccccn1)C(=O)CCC1CCCN(C(=O)c2n[nH]c3c2CCCC3)C1 (centres undefined)	3	13	-7%	0	0.4	-1.0%	3	-4	-11
Cc1ccc(CN2CCN(Cc3ccc(OCCO)cc3)CC2CCO)o1 (centres undefined)	0	12	-4%	4	-0.7	1.7%	-6	2	-7
Cc1ccc(NC(=O)c2cnn(-c3ccccc3)c2C)cc1	3	-14	1%	-5	-0.2	0.7%	4	-18	1
C1=CCC(/C=N/n2cnnc2)CC1 (centres undefined)	3	-7	-17%	-12	0.4	0.3%	47	6	1
O=C(NCc1ccc(Cl)cc1)C1CCCO1 (centres undefined)	2	-3	-5%	-3	0.4	2.3%	-3	0	8
Nn1c(SCC(=O)N2CCOCC2)nnc1-c1ccc(Cl)cc1Cl	11	-2	-9%	15	0.5	0.1%	32	5	-4
COc1ccc(C(=O)C2CCCN(Cc3c(F)ccc(F)c3F)C2)c(OC)c1 (centres undefined)	1	-2	-9%	3	0.1	2.0%	14	-8	-2
Cc1c2cnn(-c3ccccc3)c(=O)c2c(C)n1CCCC(=O)Nc1cccc(F)c1	0	8	-9%	.	-1.3	-0.2%	-5	-1	-4
O=C(c1cccc(S(=O)(=O)N2CCOCC2)c1)N(CCO)Cc1ccccc1	0	4	-11%	0	0.4	0.8%	-33*	-7	-5
CN(C)/C=N/c1nccc(-c2cccs2)n1	3	14	-4%	2	0.9	-1.1%	9	5	-1
CCCOC(=S)NC(=O)c1sc2ccccc2c1Cl	3	-9	?	7	0.3	8.7%	-16	-4	-3
COc1ccc(Br)cc1S(=O)(=O)N1CCOCC1	2	-5	3%	-4	1.0	3.8%	-10	0	-2
Cc1ccc(F)cc1CNC(=O)C1CCC(=O)N(CCCN2CCCC2=O)C1 (centres undefined)	3	.	-9%	-13	0.6	0.9%	12	-1	-1
O=C(/C=C/c1ccccc1)NC(NC(=S)Nc1cccc(O)c1)C(Cl)(Cl)Cl (centres undefined)	3	2	7%	-12	2.4	-0.9%	-2	-7	0
COc1ccccc1-n1cc(C(=O)NCC(=O)N2CCN(c3ccccc3)CC2)c2ccccc2c1=O	1	4	-19%	6	-0.4	-0.5%	4	3	6
CCOc1c(OC(C)=O)ccc(/C=C/c2ccc3cccc(OC(C)=O)c3n2)c1[N+](=O)[O-]	2	1	?	0	-0.2	0.7%	-25	-8	-7

The list continues.
SMILES	D1 ag	D2 PAM	Anesthetic bind	RXFP1 antag	TRHR ag	RXFP1 agonist	D1 antagonist	D1 PAM	TRHR PAM
COc1cc(C2C(=O)N(C3CCCCC3)CC(=O)N2CCc2ccccc2)ccc1OC(C)C (centres undefined)	-5	11	-4%	12	-0.6	-0.2%	-5	1	6
Cc1ccc(S(=O)(=O)Nc2ccc3cn[nH]c3c2)c(C)c1	4	-10	.	5	-0.5	-0.6%	-21	-7	-1
Cc1ccc(NC(=O)COC(=O)COc2cccc3c2OC(C)(C)C3)cc1S(=O)(=O)N1CCOCC1	24	2	.	-9	-0.3	-0.2%	-1	2	6
COCCCN1CC(=O)N2Cc3[nH]c4ccccc4c3C[C@H]2C1=O	2	2	3%	-3	0.4	1.0%	9	-2	-6
O=C(CSc1nc(C2CC2)nc2ccccc12)N1CCCCC1	-1	.	-6%	16	-0.8	-0.5%	-24	-5	6
Cc1cc(C)n(C(=O)CCCn2nc(C)c([N+](=O)[O-])c2C)n1	3	9	-9%	11	-0.3	7.5%	2	-3	-4
O=C(Cc1ccccc1)Nc1ccccc1Sc1ccccc1	13	2	48%	.	-1.5	0.3%	6	-4	5
O=C(NC1CCCC1)c1ccc2c(=O)n(Cc3ccccc3)c(SCc3ccccc3F)nc2c1	3	0	-6%	1	0.9	-0.9%	9	-3	0
Cc1[nH]nc2c1C(c1ccc(-c3ccc(Cl)cc3)o1)C(C#N)=C(N)O2 (centres undefined)	3	-1	8%	-7	-0.1	0.4%	-3	-4	31*
O=C(Nc1nc2cc3c(cc2s1)OCO3)c1cccc(N2C(=O)CCC2=O)c1	0	-1	4%	-5	-0.3	0.0%	0	-3	1
CN1CCN(c2ncc3c(n2)CCN(Cc2ccc(Br)s2)C3)CC1	9	-8	3%	-19	0.6	0.3%	-41*	-1	-4
O=C1CCc2ccccc2N1Cc1ccccc1	0	-6	-13%	-2	-0.3	3.6%	5	-1	0

3 entries from above in a different format:
SMILES,D1 ag,D2 PAM,Anesthetic bind,RXFP1 antag,TRHR ag,RXFP1 agonist,D1 antagonist,D1 PAM,TRHR PAM
COc1cc(C2C(=O)N(C3CCCCC3)CC(=O)N2CCc2ccccc2)ccc1OC(C)C (centres undefined),-5,11,-4%,12,-0.6,-0.2%,-5,1,6
O=C(NC1CCCC1)c1ccc2c(=O)n(Cc3ccccc3)c(SCc3ccccc3F)nc2c1,3,0,-6%,1,0.9,-0.9%,9,-3,0
O=C(Cc1ccccc1)Nc1ccccc1Sc1ccccc1,13,2,48%,.,-1.5,0.3%,6,-4,5

Compound activity as filed in PubChem BioAssay.
